Compound activity as filed in PubChem BioAssay.
hERG rescue = compounds protecting human hERG from proarrhythmic drug block | Q12809 | CHO-hERG, FluxOR thallium flux, dofetilide IC70 present | activation (rescue from dofetilide block), less the hit threshold, % at 10 µM | 0.51% of 310,000 active | AID 1511;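 active means activation above the mean of controls blocked by dofetilide plus 5 SD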;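 further: thallium influx through hERG after potassium depolarization seen as dye fluorescence rise; in these data hits start at about 4.7%; inactives centre near -7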
KCNK9 inh = human KCNK9 channel inhibition. Q9NPC2. HEK293 KCNK9, FluxOR thallium flux fluorescence; active compounds read low. B-score at 10 µM. 1.2% of 310,000 active;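 active means ratio B-score over 3 SD below the library mean, with starting fluorescence within 5 SD of its mean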;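 further: negative B-score means less thallium flux so channel inhibition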
Target sequence (Q9NPC2 whole entry, looked up): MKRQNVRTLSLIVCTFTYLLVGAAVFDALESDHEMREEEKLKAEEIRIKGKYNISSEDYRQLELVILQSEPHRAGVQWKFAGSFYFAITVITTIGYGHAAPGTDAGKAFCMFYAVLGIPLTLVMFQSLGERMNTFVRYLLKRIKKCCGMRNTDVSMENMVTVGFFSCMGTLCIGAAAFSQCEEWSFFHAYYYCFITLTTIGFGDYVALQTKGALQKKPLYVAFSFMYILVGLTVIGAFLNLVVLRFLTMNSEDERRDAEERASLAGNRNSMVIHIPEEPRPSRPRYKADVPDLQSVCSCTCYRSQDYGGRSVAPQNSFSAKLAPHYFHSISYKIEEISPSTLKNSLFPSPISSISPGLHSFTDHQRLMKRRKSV
KCNQ1 inh = inhibitors of human KCNQ1 potassium channel. CHO-K1 KCNQ1, FluxOR thallium flux fluorescence; active compounds read high. 1.3% of 310,000 active. AID 2642. P51787. B-score at 10 µM;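 active means compounds whose thallium flux B-score, printed positive for inhibition, exceeds three library SD while starting fluorescence stays within three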;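 further: channel opened by potassium depolarization with thallium stimulus after 20 min compound exposure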
Target sequence (P51787 whole entry, looked up): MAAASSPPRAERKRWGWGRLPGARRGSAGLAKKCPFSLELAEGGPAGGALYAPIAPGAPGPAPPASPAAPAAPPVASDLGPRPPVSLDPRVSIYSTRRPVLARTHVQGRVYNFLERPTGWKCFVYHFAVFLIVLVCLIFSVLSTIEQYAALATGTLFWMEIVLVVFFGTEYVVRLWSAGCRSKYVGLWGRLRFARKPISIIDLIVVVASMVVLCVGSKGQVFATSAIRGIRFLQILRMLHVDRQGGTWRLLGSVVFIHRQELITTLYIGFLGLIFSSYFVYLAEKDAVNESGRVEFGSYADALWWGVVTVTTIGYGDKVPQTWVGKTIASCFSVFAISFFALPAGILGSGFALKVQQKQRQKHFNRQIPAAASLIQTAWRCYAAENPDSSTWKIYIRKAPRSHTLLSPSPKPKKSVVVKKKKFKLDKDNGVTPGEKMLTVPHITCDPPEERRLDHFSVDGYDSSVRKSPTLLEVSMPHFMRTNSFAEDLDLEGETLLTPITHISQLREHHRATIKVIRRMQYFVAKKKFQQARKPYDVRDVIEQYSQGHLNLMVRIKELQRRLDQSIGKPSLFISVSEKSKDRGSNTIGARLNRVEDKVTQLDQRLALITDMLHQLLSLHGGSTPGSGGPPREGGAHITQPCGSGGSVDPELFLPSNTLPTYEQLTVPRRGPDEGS
PolyA inhibitor = inhibitors of polyadenylation in S. cerevisiae | calls only at 12 µM | S. cerevisiae SKY197-pL101 polyadenylation reporter, beta-gal luminescence; efflux-impaired pdr1/pdr3 knockout yeast; score 100 = 6 SD above DMSO | 0.02% of 300,000 active;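 active means lowest replicate activity score at least 50, where 100 means six control SD above control mean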;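 further: yeast exposed to compound for 9 h at 30 °C; higher score means more reporter readthrough which indicates perturbed polyadenylation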
GSK3A inh = inhibitors of human GSK-3 alpha kinase; ADP-Glo luminescence, 60 min; 0.1% of 320,000 active; P49840; inhibition, % at 10 µM; AID 2650;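 in the data active means inhibition above about 50%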;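 further: GST-tagged GSK-3 alpha with peptide substrate and 25 µM ATP; 0% = DMSO neutral wells and 100% = GW8510 positive control wells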
DYRK1A inh = blocks rat Dyrk1A kinase activity; inhibition, % at 12.5 µM; 0.43% of 310,000 active; ADP-Glo luminescence, NFATc1 peptide; in the data active means inhibition above about 50%;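 further: plate controls were vehicle with enzyme for no effect and no enzyme for full effect; many of its hits are not listed in these tables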
HDAC3 inh = blocks human histone deacetylase 3. O15379. recombinant HDAC3, fluorogenic peptide/trypsin coupled, fluorescence. inhibition, % at 8.3 µM. 0.15% of 320,000 active. AID 2718; in the data active means inhibition above about 26%, passing the limit was not always enough
RGS4 act = RGS4 potentiation or activation; HEK293 M3R/inducible RGS4, carbachol calcium flux Fluo4; active compounds read low; AID 463111; B-score at 10 µM; 0.92% of 310,000 active;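 active means B-score of the integrated calcium signal more than 4 SD below the library mean, with starting fluorescence not abnormally high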;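 further: negative B-score means reduced calcium response which marks RGS4 activation or potentiation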
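test system = M3R-expressing HEK293 line, RGS4 induced by doxycycline | probe or stimulus = carbachol at ECmax as muscarinic agonist stimulus | timing = dye loading 30 min 37 °C, buffer rest 30 min RT | signal = calcium dye Fluo4 fluorescence | evaluation = B score from integrated fluorescence ratio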
KCNK3 inh = human KCNK3 channel inhibition, primary screen; O14649; CHO-KCNK3 thallium flux, FluxOR fluorescence; active compounds read low; B-score at 10 µM; 0.84% of 340,000 active;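 active means B-score under library mean minus 4 SD, starting fluorescence ratio at most library mean plus 5 SD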;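 further: more negative B-score means stronger inhibition of thallium flux through KCNK3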
KCNQ1 pot = human KCNQ1 channel potentiation or activation. P51787. CHO-K1 KCNQ1, thallium flux FluxOR fluorescence; active compounds read high. B-score at 10 µM. 0.35% of 310,000 active;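 active means fluorescence ratio B-score, a plate-corrected score, at least three library SD, with initial intensity B-score within 5 SD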
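assay system = CHO-K1 cells stably expressing KCNQ1 | medium = assay buffer, equal DMSO in all wells | timing = 37 °C overnight plating, 90-min dark dye load, 20-min compound pretreatment | measured by = kinetic FluxOR thallium fluorescence, 10-s 1-Hz baseline, 110-s post-stimulus read | measure = fluorescence change relative to baseline, converted to B score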
GSK3beta inhib = inhibitors of human GSK3beta kinase; activity score (negative = inhibition), % at 10 µM; AID 2097; GST-GSK3beta kinase, ADP-Glo luminescence, 60 min; active compounds read low; P49841; 0.038% of 300,000 active;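 active means more than half of replicate wells score below -50%, meaning over 50% inhibition versus plate controls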;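 further: 0% = median DMSO wells and -100% = median GW8510 positive control wells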
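Assay system: GST-tagged human GSK3beta kinase, cell-free; Input: 1.6 ng GSK3beta; Medium: Tris/MgCl2 kinase buffer; Timing: 60 min enzyme reaction, room temperature; Signal: ADP-Glo luminescence quantifying ADP generated by kinase; Evaluation: score relative to plate controls; Benchmarks: DMSO neutral wells and GW8510 at 20 µM as positive.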
* = called active by the depositor; i = inactive; . = not tested or not shown. This is a subset (hit frequency here may not be typical).

Every second line gives: hERG rescue	KCNK9 inh	KCNQ1 inh	PolyA inhibitor	GSK3A inh	DYRK1A inh	HDAC3 inh	RGS4 act	KCNK3 inh	KCNQ1 pot	GSK3beta inhib
> C=CCn1c(SCC(=O)NC)nnc1C12CC3CC(CC(C3)C1)C2
 : 4.1	i	i	i	-1.9	.	-0.4	i	i	i	-3.8
> CCOC(=O)c1ccc(N=C2SC(C(=O)NCCc3ccccc3)CC(=O)N2C)cc1 (centres undefined)
 : -1.9	i	i	i	.	-4.2	.	i	i	i	0.8
> O=C(NCCCC(=O)N1CCCCC1)c1ccc(Cl)cc1
 : -4.5	i	i	i	.	-3.5	-2.0	i	i	i	-2.7
> CCCCN(C)C(=O)c1cc2cc([N+](=O)[O-])cc(OC)c2oc1=O
 : -1.2	i	i	i	-1.3	.	1.5	i	i	i	0.0
> CCCCNC(=S)NNC(=O)C1=NN(c2cc(C)ccc2C)C(=O)CC1
 : -4.4	i	i	i	4.3	0.8	-1.5	i	i	i	1.8
> CCOc1ccc(CCNC(=O)COc2cccc(-n3cnnn3)c2)cc1OCC
 : -15.1	i	i	i	-1.4	-2.0	-4.1	i	i	i	3.4
> O=C(Cc1ccc(F)cc1)Nc1c2c(nn1-c1cccc(Cl)c1)CS(=O)C2 (centres undefined)
 : -4.2	i	i	i	-0.9	1.9	8.7	i	i	i	5.4
> COc1cccc(CNC(=O)C2CCC(CNS(=O)(=O)c3cccc4nsnc34)CC2)c1 (centres undefined)
 : -12.5	i	i	i	-2.2	-2.4	1.4	i	i	i	-0.1
> CC(C)N1C(=O)CCC1C(=O)N1CCC(Cc2ccccc2)CC1 (centres undefined)
 : -3.7	i	i	i	-1.3	-3.3	-6.2	i	i	i	3.0
> COC(=O)c1sccc1N/N=C/c1ccc(OC)c(OC)c1OC
 : -7.0	i	i	i	-1.2	-2.7	2.0	i	i	i	0.7
> CCCCn1c(N)c(N(CC(C)C)C(=O)CC(NC(=O)c2ccccc2)c2ccccc2)c(=O)[nH]c1=O (centres undefined)
 : -16.4	i	i	i	7.9	4.7	0.6	i	i	i	0.0
> Cc1cccc(N2CCN(S(=O)(=O)c3ccc4c(c3)n(C)c(=O)c(=O)n4C)CC2C)c1 (centres undefined)
 : -11.3	i	i	i	-3.4	3.5	-3.3	i	i	i	1.9
> Cc1cccc(NC(=O)CNC(=O)C23CC4CC(CC(Cl)(C4)C2)C3)n1
 : -4.0	i	i	i	0.1	0.4	-2.3	i	i	i	-1.8
> COc1ccc(N(CC(=O)Nc2cc(C)cc(C)c2)S(=O)(=O)c2ccccc2[N+](=O)[O-])c(OC)c1
 : -25.5	i	i	i	-1.9	1.0	0.4	i	i	i	1.4
> CC1=C(C(=O)Nc2cc(C(=O)N3CCN(c4cccc(C)c4C)CC3)ccc2C)SCCO1
 : -12.3	i	i	i	-0.8	.	-3.2	i	i	i	1.0
> Cc1ccc(NC(=O)NC2=N/C(=C(/C#N)C(=O)N3CCCC3)c3ccccc32)cc1
 : -5.8	i	i	i	-2.1	3.4	5.5	i	i	i	0.3
> CC(C)(C)c1ccc(CSc2nnc(-c3ccccn3)n2Cc2ccco2)cc1
 : -16.0	-10.8*	i	i	-0.3	-9.7	-5.3	i	i	i	-0.3
> Cc1ccc2cc(C=C(C#N)C#N)c(N3CCCCC3)nc2c1
 : -14.3	i	i	i	-0.9	14.3	3.0	i	i	i	0.9
> Cc1ccc(N2CCCn3c2cc(C)c(C#N)c3=O)cc1Cl
 : -7.3	i	i	i	0.1	1.5	1.4	i	i	i	0.7
> O=S(=O)(C(=CNc1ccccc1)S(=O)(=O)c1ccccc1)c1ccccc1
 : -6.6	i	i	i	-1.3	-2.2	-1.2	i	i	i	1.4

Other results follow:
Every second line gives: hERG rescue	KCNK9 inh	KCNQ1 inh	PolyA inhibitor	GSK3A inh	DYRK1A inh	HDAC3 inh	RGS4 act	KCNK3 inh	KCNQ1 pot	GSK3beta inhib
> Cc1[nH]c2ccc(Br)cc2c(=S)c1C/C=C/Cl
 : -13.2	i	i	i	-0.6	11.5	-0.5	i	i	i	-0.9
> O=C(NC(=S)Nc1ccccc1)c1cncc(C#Cc2ccccc2)c1
 : 5.8*	i	i	i	-1.3	30.8	0.2	i	i	i	1.7
> Cn1cccc1C(=S)N1CCOCC1
 : -7.8	i	i	i	-1.7	-3.0	3.7	i	i	i	-0.7
> Cc1ccc(S(=O)(=O)N2C(=O)c3cccc4cccc2c34)cc1
 : -13.3	i	i	i	-3.9	.	4.4	i	i	i	-1.2
> Cc1ccnc(SCC(=O)NC2CC2)n1
 : -6.9	i	i	i	-2.9	0.6	-0.9	i	i	i	4.9
> Cc1nnc(NS(=O)(=O)c2ccc(Br)cc2)s1
 : 0.4	i	i	i	-1.5	.	-1.0	i	i	i	2.1
> Cc1nc2ccc(NC(=O)c3ccc(S(=O)(=O)N4CCOCC4)cc3)cc2s1
 : -10.8	i	i	i	-2.3	-5.9	-1.6	i	i	i	-4.6
> OCc1cc(-c2ccccn2)no1
 : -12.1	i	i	.	-0.4	-15.3	-4.1	i	i	i	0.8
> COc1ccccc1C(=O)NNC(=O)CCC(=O)NCc1ccccc1
 : -2.1	i	i	i	1.4	-0.1	-6.2	i	i	i	0.6
> CCOC(=O)CN=C1CC(C)(C)CC2=C1Sc1ncnc(N(C)C)c1N2
 : -18.8	i	i	i	.	-1.9	.	i	i	i	3.7
> Cc1cc(Nc2ccc3c(c2)OCCO3)c2ccccc2n1
 : -14.3	i	i	i	.	-1.4	.	i	i	i	0.3
> CS(=O)(=O)N1N=C(c2cccs2)CC1c1ccc(F)cc1 (centres undefined)
 : -5.6	i	i	i	-1.1	-3.1	2.5	i	i	i	0.1
> Cc1ccc(-n2nc3c(=O)n(C(C)C(=O)NCc4ccc5c(c4)OCO5)nc(C)c3c2C)cc1 (centres undefined)
 : -3.3	i	i	i	1.3	.	0.0	i	i	i	2.6
> O=C(Nc1cc(Cl)cc(Cl)c1)C(NCC1CCCO1)c1ccccc1 (centres undefined)
 : -18.5	i	i	i	1.3	-9.7	1.8	i	i	i	-13.8
> Nc1c(C(=O)Nc2ccccc2)sc2nc3c(c(-c4ccco4)c12)CCCC3
 : -2.9	i	i	i	11.0	-3.2	0.2	i	i	i	-3.1
> CCc1nnc(NC(=O)CSc2nnc(CNc3ccc(C)cc3)n2C)s1
 : -5.3	i	i	i	1.0	0.3	-0.4	i	i	i	4.3
> FC(F)Oc1cccc(NC(=S)N2CCN(c3ccccn3)CC2)c1
 : -9.7	i	i	i	-0.5	3.9	-7.4	i	i	i	-5.0
> COc1ccc2nc(NC(=O)c3ccc(Br)s3)sc2c1
 : -4.1	i	i	i	1.4	3.2	-0.1	i	i	i	2.9
> O=C(CSc1nnc(NC(=O)c2ccccc2C(=O)O)s1)Nc1ccccc1Cl
 : -2.6	i	i	i	-2.3	-2.3	-2.7	i	i	i	2.2
> COC(=O)c1scc(C)c1N/N=C(\C)c1ccc(F)cc1
 : -11.6	i	i	i	-1.9	-1.3	-3.6	i	i	i	0.5

(cont.)
Every second line gives: hERG rescue	KCNK9 inh	KCNQ1 inh	PolyA inhibitor	GSK3A inh	DYRK1A inh	HDAC3 inh	RGS4 act	KCNK3 inh	KCNQ1 pot	GSK3beta inhib
> COc1ccccc1N(CC(=O)NCCSc1ccccc1)S(=O)(=O)c1ccccc1
 : -10.0	i	i	i	-0.1	.	1.3	i	i	i	1.5
> Cc1nn(C)c(C)c1/C=N/NC(=O)CCn1nc(C)c([N+](=O)[O-])c1C
 : -3.8	i	i	i	-1.5	0.6	-1.0	i	i	i	4.4
> CCC(=O)Nc1ccc(C(=O)CSc2nnc(-c3ccc(O)cc3)n2CC2CCCO2)cc1 (centres undefined)
 : 0.6	i	i	i	-4.1	2.3	0.8	i	i	i	0.6
> CCC(C)NCC(=O)Nc1ccc(S(N)(=O)=O)cc1 (centres undefined)
 : 1.2	i	i	i	1.2	0.8	5.6	i	i	i	0.3
> CCC(C)[C@H](NC(=O)N1CCC(Cc2ccccc2)CC1)C(=O)O (some centres undefined)
 : 1.9	i	i	i	-3.8	0.1	-1.9	i	i	i	-0.8
> CCCCCN(C(=O)CCC(=O)OCc1cccc(Cl)c1)c1c(N)n(CCCC)c(=O)[nH]c1=O
 : -14.0	i	i	i	-0.9	-4.5	4.4	i	i	i	-22.9
> Cc1cc(Cl)nc2ccc(Cc3ccc4nc(Cl)cc(C)c4c3)cc12
 : -4.1	i	i	i	-0.9	-3.5	-1.3	i	i	i	-0.6
> CS(=O)(=O)Nc1ccc2c3c(cccc13)CC2
 : -3.7	i	i	i	.	5.0	-4.9	i	i	i	-0.1
> Cc1ccc(S(=O)(=O)NCCCNS(C)(=O)=O)cc1
 : -6.9	i	i	i	4.9	0.3	-2.2	i	i	i	3.2
> COc1ccc(CNC(=O)c2c(C)cc(=O)oc2C)cc1
 : -8.8	i	i	i	-4.4	-2.4	7.9	i	i	i	-2.7
> Cc1cc([N+](=O)[O-])nn1Cc1ccc(C(=O)N/N=C/c2ccc(N(C)C)cc2)cc1
 : -6.6	i	i	i	-1.2	.	0.2	i	i	i	-1.2
> CC(C)(C)NC(=S)Nc1ccc(Nc2ccccc2)cc1
 : -12.8	i	i	i	.	-0.5	21.4	i	i	i	-2.2
> COc1ccc(C(=O)N/C(=C/c2ccc(Cl)cc2)C(=O)NCc2ccncc2)cc1
 : -6.2	i	i	i	-2.2	-3.6	-4.6	i	i	i	0.5
> CCOc1ccccc1OC(C)C(=O)Nc1ccc(S(=O)(=O)N2CCCC2)cc1 (centres undefined)
 : -15.1	i	i	i	-1.5	.	0.0	i	i	i	-2.6
> Nc1nc(Nc2ccccc2)nc(N2CCCC2)c1[N+](=O)[O-]
 : -7.2	i	i	i	21.5	35.8	0.4	i	i	i	-9.7
> Cc1ccc(S(=O)(=O)N2CCC(=O)N(CCOCc3cccc(C)c3)CC2)cc1
 : -9.8	i	i	i	-1.9	-2.0	-1.1	i	i	i	0.1
> CCOc1cc2c(cc1/C=C/C(=O)O)OC(C)C2 (centres undefined)
 : -9.3	i	i	i	-2.0	.	-80.1	i	i	i	3.5
> CCC(=O)Nc1cccc(NC(=S)NC(=O)Cc2ccccc2)c1
 : -10.6	i	i	i	1.1	-3.9	-2.1	i	i	i	-9.6
> COc1ccc(-c2n[nH]c(=S)n2Cc2ccco2)cc1
 : -10.1	i	i	i	.	3.1	2.4	i	i	i	-1.4
> Cc1ccccc1N1CCN(S(=O)(=O)c2cccs2)CC1
 : -8.9	i	i	i	0.4	-5.6	-0.9	i	i	i	1.4
